Compound activity (PubChem BioAssay)
PTAP TSG101 blk – blocks PTAP/TSG101 interaction to inhibit HIV-1 budding. Potency, µM (top dose mostly 115 µM), inactives show top-dose activity change, negative = inhibition, hits mostly inhibitors. 340,000 tested, under 10 active. Q99816. Fluorescence polarization, FITC-PTAP peptide / Tsg101 binding; active = well fitted inhibition curve with a large enough effect in the main read-out, with a control signal flat, not every such curve was filed as active; inconclusive = small, poorly fitted or top-dose-only effect, or effect the other way, or a change in a side signal; inactive = no such curve, though single readings can be large or run the other way; also: potency is read from the fitted curve at half-maximal effect; % of control where 0% means no effect
Target sequence (Q99816 whole entry, looked up): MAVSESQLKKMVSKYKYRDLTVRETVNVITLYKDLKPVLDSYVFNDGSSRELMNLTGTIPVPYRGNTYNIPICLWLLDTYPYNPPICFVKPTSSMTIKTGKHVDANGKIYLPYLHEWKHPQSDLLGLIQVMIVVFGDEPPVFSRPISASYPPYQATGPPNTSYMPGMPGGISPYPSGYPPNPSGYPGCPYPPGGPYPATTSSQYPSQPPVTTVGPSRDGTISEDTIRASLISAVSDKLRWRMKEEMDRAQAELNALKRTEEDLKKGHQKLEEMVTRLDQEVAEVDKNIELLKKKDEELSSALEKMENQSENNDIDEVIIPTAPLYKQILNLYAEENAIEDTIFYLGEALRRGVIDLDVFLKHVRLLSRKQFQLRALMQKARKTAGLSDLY
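FP read-out: FITC-PTAP peptide, 50 nM final, binding Tsg101 binding domain, 10 uM final; 20 min, r.t.; 10 mM HEPES pH 7.5, 0.15 M NaCl, 0.01% Tween 20, 3 mM EDTA, 0.1 mM TCEP.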
ELG1 DNA repair – blocks ELG1-dependent DNA repair in HEK293T cells; HEK293T ELG1-luciferase reporter, luminescence, 16 h; DNA damage induced by 5-fluorouridine; Potency, µM (doses to about 46.1 µM), inactives show at the top dose activity change, negative = inhibition, actives largely listed as inhibitors; 2.3% of 330,000 active; AID 504467; also: potency is read from the fitted curve at half-maximal effect; % is scaled to controls: 0 for no effect and ±100 for the full control effect; nearly all actives have a fitted effect of over 55% in size
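Quantitative HTS, concentration-response format. 2,000 cells/well co-treated with 5-fluorouridine and compound, 16 hr in 5% CO2 at 37 °C; ONE-Glo luminescence read after 30 min.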
TRPV1 agonist – agonists of human vanilloid receptor 1 (TRPV1). Q8NER1. TRPV1-expressing cells, Fluo-8 calcium influx, agonist mode. activation, % at 8.33 µM. 0.19% of 320,000 active. AID 540275; in the data active = activation above about 80%; inconclusive = between about 30% and that limit; also: 0% is about no effect
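Fluo-8 calcium influx in TRPV1-expressing cells, kinetic read (ex 480/em 520 nm). Compound added and read 3 min for agonist activity, followed by capsaicin at EC20 final and 2 min further read for enhancement.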
p53 reactivator – restores transcriptional activity of mutant p53 | H1299 p53-A138V BP100-luciferase reporter, luminescence, 24 h | Potency, µM (titrated, usually from 92.2 µM), inactives show at the top dose activity change, positive = activation, most hits filed as activators | 0.063% of 320,000 active; also: potency is read from the fitted curve at half-maximal effect; % of control where 0% means no effect; nearly all actives have a fitted effect of over 45% in size
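p53-null H1299 cells stably carrying temperature-sensitive p53-A138V and a BP100-luciferase reporter were pinned with compounds (4-point, 1:5 series) and held 24 hrs at 37 deg C. Luminescence was read 10 min after detection reagent.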
TCR act – activates T cell receptor signaling; 330,000 tested, under 10 active; Potency, µM (titrated, usually from 9.22 µM), for the others: at the highest dose activation of IL-2 secretion, usual class: activators; AID 504894; primary human leukocytes, anti-CD3, IL-2 HTRF, 48 h; also: % of control where 0% means no effect
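1) Mix primary human leukocytes, a-CD3 beads and compound. 2) Incubate 48 hr. 3) Add HTRF IL-2 reagents (a-IL-2-K, a-IL-2-d2).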
B2AR arrestin – agonists driving beta-arrestin recruitment to human beta2-adrenergic receptor; 0.02% of 330,000 active; beta-arrestin recruitment to beta2AR, cell-based reporter; P07550; AID 492947; Potency, µM (highest dose often 46.1 µM), for the others: at the highest dose activation, hits mostly activators;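 also: potency is read from the fitted curve at half-maximal effect; 0% = DMSO controls and full agonism = EC100 isoproterenol or metaproterenol; nearly all actives have a fitted effect of over 65% in size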
Target sequence (P07550 whole entry, looked up): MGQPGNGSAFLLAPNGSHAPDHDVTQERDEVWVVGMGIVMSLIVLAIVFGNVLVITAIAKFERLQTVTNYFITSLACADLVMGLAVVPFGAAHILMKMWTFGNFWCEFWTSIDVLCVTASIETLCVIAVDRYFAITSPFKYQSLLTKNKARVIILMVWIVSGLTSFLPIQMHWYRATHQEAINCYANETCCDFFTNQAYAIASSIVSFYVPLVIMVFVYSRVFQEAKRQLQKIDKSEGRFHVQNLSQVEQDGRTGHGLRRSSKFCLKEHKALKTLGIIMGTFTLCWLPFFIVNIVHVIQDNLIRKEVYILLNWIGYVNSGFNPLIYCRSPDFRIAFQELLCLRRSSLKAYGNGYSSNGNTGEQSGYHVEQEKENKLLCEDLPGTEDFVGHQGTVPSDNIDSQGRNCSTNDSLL
CXXC DNA block – MLL CXXC-DNA interaction inhibition | Q03164 | MLL-CXXC / FITC-HOXA9 DNA fluorescence polarization | Potency, µM (titrated, usually from 115 µM), without a hit: at the top dose activity change, negative = inhibition, usual class: inhibitors | 0.037% of 290,000 active; active = well fitted inhibition curve with a large enough effect in the polarisation, with a control signal flat, not every such curve was filed as active; inconclusive = small, poorly fitted or top-dose-only effect, or effect the other way, or a change in a side signal; inactive = no such curve, though single readings can be large or run the other way; the % refers to the polarisation; also: potency is read from the fitted curve at half-maximal effect
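Fluorescence polarization: 7 uM MLL-CXXC (stock) preincubated 5 min with compounds, then 50 nM fluorescein-HOX-A9 DNA (stock) added; 30 min ambient. Buffer 50 mM Tris-HCl pH 7.5, 50 mM NaCl, 1 mM DTT, 0.05% BSA.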
A-T KAP1 phos – potential ataxia-telangiectasia treatment; […] A-T fibroblasts, KAP-1 phosphorylation AlphaLISA; neocarzinostatin DNA damage 30 min before lysis; Potency, µM (titrated, usually from 57.5 µM), for inactives: at the highest dose activation, usual class: activators; 0.19% of 320,000 active; AID 485349; also: potency is read from the fitted curve at half-maximal effect; % of control where 0% means no effect; nearly all actives have a fitted effect of over 45% in size
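hTERT-immortalized A-T patient fibroblasts ([…]), 500 cells/well in OPTI-MEM, 1% FBS, got compounds for 60 min, then NCS for 30 min at 37C. Lysates were then assayed for phospho-KAP-1 by AlphaLISA (anti-pKAP1 donor, anti-KAP1 acceptor beads), 6 hr at 25C.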
BRCA1 expr act – BRCA1 expression activation; MCF7-BRCA1-FFLuc reporter, luminescence, 48 h; response scale: scaled: vehicle 0%, 10 µM genistein 100%; Potency, µM (titrated, usually from 46.1 µM), for the others: at the highest dose activation, actives largely listed as activators; 1.1% of 380,000 active; also: potency is read from the fitted curve at half-maximal effect; nearly all actives have a fitted effect of over 80% in size; some results filed as inactive show a strong effect at the top dose
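Cells: MCF7-BRCA1-FFLuc, 2000/well. Exposure: 48 h, 37 °C, 5% CO2. Read: luminescence, 15 min post-substrate. Controls: genistein 10 microM (maximal activation), DMSO (neutral).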
Integrin act MD – activates integrin-mediated alleviation for muscular dystrophy; alpha7betagal myoblasts, beta-gal FDG fluorescence, 48 h; Potency, µM (titrated, usually from 38.3 µM), without a hit: at the highest dose activation, actives largely listed as activators; 0.064% of 350,000 active; AID 624291;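 also: potency is read from the fitted curve at half-maximal effect; 100% = response of the positive control SU9516; nearly all actives have a fitted effect of over 60% in size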
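Alpha7betagal+/- myoblasts (passage 13) were plated 16-24 hr, then exposed to compounds (1:260 dilution of DMSO stock) for 48 hours at 37C. After MPER lysis, β-galactosidase reporter activity was read as FDG fluorescence (ex 480/em 540) after 30 minutes.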
The depositor's hits bear a star; ? = inconclusive; nt = not tested or not shown; [ ] = remark or other dose. Unless noted, calls follow the shape of the dose curve; as a rule, active = well fitted curve in the direction sought with a large enough effect; inconclusive = small, poorly fitted or top-dose-only effect, or another doubt; inactive = no such curve, though single readings can be large; an effect the other way counts as inactive or inconclusive. The order is random; 3.8% or so of the library scored in one or more.

| Molecule | PTAP TSG101 blk | ELG1 DNA repair | TRPV1 agonist | p53 reactivator | TCR act | B2AR arrestin | CXXC DNA block | A-T KAP1 phos | BRCA1 expr act | Integrin act MD |
| --- | --- | --- | --- | --- | --- | --- | --- | --- | --- | --- |
| CCCCSc1nc2sc3c(c2c(=O)n1-c1ccc(C)cc1)CCN(C)C3 | 5% | ? | -3 | 2% | 6% | -1.1% | 13% | -3% | -43% | 24% |
| O=C(c1cccc(Br)c1)c1coc2ccc(O)cc12 | -1% | ? | -2 | ? | -19% | 0.0% | nt | 5% | 57% | ? |
| COc1ccccc1NC(=O)c1ccc(NC(=O)c2ccco2)cc1 | 3% | ? | 11 | -2% | -4% | -0.2% | 8% | -3% | 33% | 21% |
| O=C(CCNS(=O)(=O)c1ccccc1C(F)(F)F)NCC(c1ccco1)N1CCCCC1 (stereo unspecified) | 1% | 6% | 12 | 5% | 5% | -0.1% | nt | 6% | -10% | 1% |
| COc1ccc(OC(=O)c2cc(S(=O)(=O)N3CCCC3)ccc2Cl)cc1 | -1% | 0% | 5 | 1% | nt | 0.0% | 9% | 5% | 2% | 19% |
| COc1ccc2c(c1)C(=O)OC2CC(=O)O (stereo unspecified) | -6% | -1% | 2 | -3% | nt | -0.5% | 3% | ? | -1% | 18% |
| N#Cc1ccccc1S(=O)(=O)N1CCN(CC(=O)NCC2(N3CCOCC3)CCCCC2)CC1 | -3% | 16% | -5 | -9% | nt | 0.3% | nt | -4% | 0% | -36% |
| COc1ccccc1NC(=O)C(C)NS(=O)(=O)c1ccccc1 (stereo unspecified) | 0% | 10% | -4 | ? | 0% | -0.3% | -5% | 1% | -11% | 8% |
| O=C(NCCCN1CCOCC1)C(C(=O)c1ccccc1)n1ccccc1=O (stereo unspecified) | -4% | -10% | 7 | 5% | 2% | -0.8% | -4% | -7% | 0% | 17% |
| CC(C)(C)NC(=O)Cn1c(=O)oc2cc(S(=O)(=O)N3CCc4ccccc43)ccc21 | 1% | -22% | nt | 5% | -6% | 0.4% | -5% | 6% | -4% | 3% |
| O=[n+]1c2c(n([O-])c3c1CCCC3)CCCC2 | 1% | 14% | 2 | 1% | nt | -0.2% | -2% | -4% | 5% | 6%[7.66 µM] |
| COc1cc(-c2[nH]ncc2CN2CCN(c3cccc(C)n3)CC2)cc(OC)c1OC | -4% | ? | 2 | -5% | -13% | -0.3% | 4% | 19% | -5% | ? |
| CC(OC(=O)c1ccc([N+](=O)[O-])o1)C(=O)NC1CCCCC1C (stereo unspecified) | 2% | 13% | 1 | 1% | -1% | -0.3% | nt | 11% | -18% | 11% |
| Cc1cc(/C=C2/NC(=O)NC2=O)c(C)n1-c1ccc(N2CCOCC2)cc1 | -2% | ? | -1 | 4% | 3% | -1.0% | 2% | -3% | -2% | 15% |
| COc1cc(/C=N/n2cnnc2)ccc1OCc1ccc(C)cc1 | 0% | ? | 2 | 17% | -2% | 2.7% | 23% | 22% | 10µM* | -23% |
| COc1ccc(/C=N/OCC(=O)Nn2c(C)nc3ccccc3c2=O)cc1 | -3% | 3% | 8 | -2% | -8%[46.1 µM] | -0.5% | -6% | -1% | -10% | -21% |
| Cc1cc(NC(=O)C2CCN(C(=O)c3ccco3)CC2)ccc1Br | 1% | ? | 29 | 0% | -6% | -0.2% | nt | 6% | -16% | -4% |
| O=C(Oc1nsnc1N1CCCCC1)N1CCOCC1 | -8% | -9% | 0 | 3% | -3%[46.1 µM] | 0.0% | -10% | -1% | -42% | 14% |
| CCC1CCCCN1Cc1nc2c(c(=O)n(C)c(=O)n2C)n1Cc1ccccc1 (stereo unspecified) | -4% | ? | 6 | 7% | 2%[46.1 µM] | -0.5% | -11% | -6% | 13% | -24% |
| CC(C)Cc1cc(C(=O)Nc2ccccc2)c2ccccc2n1 | 1% | -8% | 15 | nt | 1% | -0.6% | -3% | -3% | -17% | -12% |
| Cc1ccc(NC(=O)N2CCC(C(=O)Nc3ccc(C)cc3C)CC2)cc1 | -5% | 10% | ? | 1% | -3%[46.1 µM] | -1.1% | 2% | nt | -21% | -11% |
| CCC(C)(C)NC(=O)C(c1cccc(OC)c1OC)N(C(=O)CCC(=O)Nc1cc(C)on1)c1ccc2c(c1)OCCO2 (stereo unspecified) | -1% | 7% | -2 | -1% | 3% | -0.2% | 10% | 1% | -17% | -8% |
| COCC(=O)Nc1nc2ccc(C)cc2s1 | 1% | ? | 16 | ? | 3% | 0.1% | 3% | 4% | 7% | 43% |
| c1ccc(Sc2ncnc3ccccc23)cc1 | -1% | -8% | 8 | 25% | 3% | -0.9% | 18% | 24% | -16% | -57%[inhibitor] |
| Cc1ccc(/C=C2/SC(=S)N(c3ccc(S(=O)(=O)Nc4nccs4)cc3)C2=O)cc1 | -2% | ? | 1 | 9% | 1% | 0.4% | -14% | -5% | -12% | 0% |
| O=C(c1ccncc1)N1CCN(S(=O)(=O)c2cccc(F)c2)CC1 | nt | -3% | 6 | 12% | -7% | 0.2% | 5% | 6% | -15% | 21% |
| Cc1ccc(F)cc1NC(=O)CCOc1ccccc1 | 0% | 3% | -1 | -2% | -5% | 0.1% | -11% | 11% | -8% | -3% |
| Cc1cccc(-n2c(SCC(N)=O)nnc2-c2ccco2)c1 | -7% | 5% | -2 | nt | nt | 0.0% | 4% | -2% | -8% | -29% |
| CCn1c(SCC(=O)Nc2nnc(C)s2)nnc1C(C)NC(=O)c1ccccc1 (stereo unspecified) | -3% | ? | 0 | 0% | -5% | 0.3% | 41%[activator] | 1% | -2% | -23% |
| CC(NC(=O)Cn1cnc([N+](=O)[O-])n1)c1ccccc1 (stereo unspecified) | 5% | 15% | nt | 3% | 2% | 0.2% | -1% | 2% | 0% | -17% |
| Cc1ccc(C(=O)O/N=C(\N)Cc2cccs2)c(Cl)c1 | -3% | ? | 6 | ? | 0% | 0.0% | 1% | 4% | ? | 24% |
| Cc1cccc(NC(NC(=O)c2ccccn2)C(Cl)(Cl)Cl)c1 (stereo unspecified) | -2% | 0% | -4 | 3% | 4%[46.1 µM] | -0.4% | -9% | 8% | 3% | -19% |
| Cc1sc2nc(-c3ccco3)oc(=O)c2c1C | -2% | 13% | 2 | 25% | -5% | -0.2% | 4% | 5% | 9% | 17% |
| O=C(COC(=O)c1c2c(nc3ccccc13)CCCCC2)NCc1ccc2c(c1)OCO2 | -2% | ? | 17 | -8% | -5%[46.1 µM] | -0.4% | -2% | -6% | -42% | 19% |
| OC1(c2cccc(C(F)(F)F)c2)CCN(c2ncnc3c2[nH]c2ccc(F)cc23)CC1 | 3% | nt | 5 | nt | 7% | nt | 1% | nt | -85% | -57%[inhibitor] |
| Cc1cc(Cl)ccc1C(=O)C1CCCN(C(=O)c2snnc2C)C1 (stereo unspecified) | -4% | 10% | 11 | -3% | -4% | 0.0% | -9% | 6% | 3% | -20% |
| Cc1cc(C)n(-c2nc3ccccc3c(=O)n2OCc2ccc(Cl)cc2)n1 | -5% | -16% | 11 | -6% | -7% | -0.6% | 30% | 7% | -65% | -15% |
| CC1SC(C)C(=O)N(CC(=O)NCc2ccc(F)cc2)C1=O (stereo unspecified) | -1% | ? | -1 | 12% | -3%[46.1 µM] | -0.1% | 10% | 0% | -2% | 0% |
| O=C(O)/C(=C/c1ccco1)NC(=O)c1ccccc1 | -5% | 10% | 0 | -8% | 0%[46.1 µM] | -0.5% | 8% | 5% | 13% | -2% |
| Cc1cc(C)cc(N)c1 | 1% | 15% | 1 | -5% | -7% | 0.2% | nt | 2% | 5% | nt |
| COc1cc(C=Nc2cccc(C)c2)c(O)c([N+](=O)[O-])c1 | -13% | 3% | 1 | 8% | 6%[46.1 µM] | -0.5% | -1% | 2% | -3% | ? |
| O=C(NC(=O)c1c(F)cccc1F)O/N=C1\CCCc2occc21 | 1% | -6% | 0 | -2% | 1% | -0.1% | -12% | -3% | 0% | ? |
| Cc1nn(CC(=O)Nc2ccc(Cl)cc2Cl)c(=O)c2ccccc12 | -3% | -4% | -4 | nt | 4% | 0.4% | 20% | 4% | 27% | 31% |
| CCN1CCN(c2ncnc3c2sc2nc(N4CCOCC4)c4c(c23)CCC4)CC1 | -2% | -8% | -4 | -2% | 1% | 0.5% | 7% | -7% | -5% | 0% |
| N#Cc1c2ncn(CC(=O)c3ccc(Br)cc3)c(=O)c2c2n1CCC2 | -7% | 12% | 1 | 0% | -13% | -3.0% | -5% | 3% | -18% | -3% |
| OC(COc1ccccc1)CN1CCOCC1 (stereo unspecified) | -8% | 14% | 3 | -7% | 0%[46.1 µM] | 0.2% | -3% | 1% | 8% | -7% |
